Assay outcomes from PubChem.
eIF2B yeast act: modulators of yeast eIF2B activity; S. cerevisiae eIF2B-epsilon R284H, GCN4-lacZ luminescence; inhibition, % at 25 µM (by protocol); 27,000 compounds, 0.91% hits; AID 688;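 active = mutant luminescence inhibited past about 50% while wild type luminescence and mutant growth stay under set limits, limit read from the data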; also: some compounds called inactive have numbers as strong as hits
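Assay system: yeast eIF2B-epsilon R284H mutant carrying GCN4–beta-galactosidase fusion / Buffer or medium: YPD / Incubation: 16 h growth with compound at 30 °C, 90 min Beta-Glo step / Detection: Beta-Glo luminescence after Z-buffer lysis, growth by 595 nm absorbance / Read-out: % inhibition of reporter signal and growth versus controls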
Yeast tox: Inhibits yeast growth, turbidity readout | S. cerevisiae wild-type growth, A595 turbidity, 16 h | growth inhibition, % at 25 µM (by protocol) | 30,000 compounds, 0.3% hits | AID 685;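 active = mutant and wild-type yeast strains alike exhibit over 30% growth inhibition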;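 also: 0% = untreated cell controls and 100% = YPD media blanks without cells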
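Schedule: 16 h growth with compound, 30 °C. System: yeast, wild-type or eIF2Bepsilon-R284H mutant. Doses: one dose, 25 µM compound[…]. Buffer or medium: YPD. Signal: turbidity measured as absorbance at 595 nm. Read-out basis: growth inhibition (%) versus cell controls and blanks.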
Yeast tox inhibition %: also measured in Yeast tox; calls as there; growth inhibition, %; S. cerevisiae eIF2Bepsilon-R284H mutant growth, A595 turbidity, 16 h;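 each compound tested once at 25 µM; 0% equals untreated cells and 100% equals cell-free medium blanks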
eIF2B yeast act mutant toxicity: also measured in eIF2B yeast act; calls as there; growth inhibition, %; measured here: mutant yeast growth, toxicity;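 each compound tested once at 25 µM; zero equals untreated control growth and 100 equals blank medium absorbance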
An asterisk follows results filed as active; nt = no result given. Some of the compounds tested (hit frequency here may not be typical).

SMILES	eIF2B yeast act	eIF2B yeast act mutant toxicity	Yeast tox	Yeast tox inhibition %
COC(=O)c1ccc2c(=O)n(Cc3ccco3)c(SCC(=O)Nc3ccccc3Cl)nc2c1	10	-13	-14	-13
Fc1ccc(C(c2nnnn2Cc2cccs2)N2CCN(C3CCCCC3)CC2)cc1 (stereo unspecified)	17	3	17	3
CCCCCCCCOC(=O)CCn1[nH]c(=O)c2ccccc2c1=O	3	-24	-22	-24
CCOc1ccccc1NC(=O)CN(C)S(=O)(=O)c1cccc2nsnc12	43	nt	-1	0
N#CCCN(C(=O)c1ccco1)c1ccccc1	5	-5	-7	-5
Cc1oc(-c2ccc(Cl)cc2)nc1CN1CCC(C(=O)NCCCN2CCOCC2)CC1	nt	nt	14	-16
CO/N=C(/CS(=O)c1ccc(Br)cc1)c1ccc(OC)cc1 (stereo unspecified)	12	26	15	26
CCCc1cc(=O)n2[nH]c(Cc3ccccc3)nc2n1	4	-5	-28	-5
COc1ccc(-n2ncc3c(NCCCN4CCOCC4)ncnc32)cc1	12	nt	-14	0
Cc1ccc2nc(C)/c(=N\O)c(C)nc2c1	18	-15	2	-15
Cc1ccc2c(c1)-c1c(cnn1CC(=O)O)CO2	13	15	18	15
Cc1c(C(=O)Nc2c(C)n(C)n(-c3ccccc3)c2=O)oc2ccccc12	-2	26	-12	26
O=C1CC(C(=O)Nc2ccccc2)N=C(N2CCOCC2)N1 (stereo unspecified)	-2	-5	2	-5
CCOCCCNC(=O)c1c[nH]c2cc(C)ccc2c1=O	21	-18	17	-18
c1c2c(cc3sc(N4CCOCC4)nc13)OCO2	59	21	22	21
COc1ccc(S(=O)(=O)N2CCN(CC(=O)Nc3cc(C(F)(F)F)ccc3Cl)CC2)cc1	12	-19	2	-19
O=C(NC1(C(F)(F)F)C(=O)Nc2c1c(=O)[nH]c(=O)n2Cc1ccccc1)c1ccc(Cl)cc1 (stereo unspecified)	21	16	14	16
Cc1cc(C(F)(F)F)nc(SCc2ccc(C(=O)O)o2)n1	0	3	12	3
O=c1c2c(-c3ccc([N+](=O)[O-])cc3)csc2nc2n1CCC2	-18	11	8	11
COc1ccc(N2CCCn3c2nc2c3c(=O)n(Cc3ccccc3F)c(=O)n2C)cc1	-8	nt	nt	nt
CCOC(=O)C(C)Sc1nc2c(cnn2-c2ccc(C)cc2)c(=O)[nH]1 (stereo unspecified)	30	-23	-13	-23
COc1ccc2c(c1)n([O-])c1c([n+]2=O)CCC1	15	11	9	11
CCCn1nnc(NC(=O)COc2ccccc2Cl)n1	-23	17	13	17
COc1ccc(N(CC(=O)Nc2cc(C)ccc2OC)S(=O)(=O)c2c(C)noc2C)cc1	46	-17	-11	-17
CN1C(=O)/C(=C2\SC(=S)N(CC3CCCO3)C2=O)c2ccccc21 (stereo unspecified)	29	nt	-14	0
O=C(O)C1C2C=CC(C2)C1C(=O)NCc1cccnc1 (stereo unspecified)	31	-7	5	-7
Cc1cc(=O)oc2c3c4c(cc12)OCCN4CCC3	25	-6	-6	-6
CCCCn1c(SCC(=O)NCc2ccco2)nc2c1c(=O)n(C)c(=O)n2C	-44	nt	nt	nt
CC(C)N1C(=O)CN(C2CCCCCC2)C(=O)C1c1ccccc1F (stereo unspecified)	24	nt	19	0
CCOC(=O)C1=C(N2CCCCC2)c2cc3c(n2C1=O)CCCC3	2	14	5	14
Cc1ccc(C(CC(=O)NCc2ccco2)c2ccc(OC(C)C)cc2)cc1 (stereo unspecified)	-10	5	-9	5
Cc1cccc(N(CC(=O)Nc2ccc(F)cc2)S(C)(=O)=O)c1	-30	9	9	9
COc1ccc(OC)c(S(=O)(=O)Nc2cccc(C(C)=O)c2)c1	-79	-4	11	-4
O=C(Cn1nc(Cl)nc1Cl)c1ccc2c(c1)OCCO2	27	48	14	48
CCN1C(=O)S/C(=C/c2ccsc2)C1=O	-14	19	19	19
CCCn1c(SCC(=O)c2ccc(OC)c(OC)c2)nc2c1c(=O)n(C)c(=O)n2C	39	3	35	3
O=C(Nc1cccs1)NC1CCCC1	14	11	-4	11
COC(=O)c1ccccc1NC(=O)Cn1c(-c2nonc2N)nc2ccccc21	-44	nt	nt	nt
NS(=O)(=O)c1ccc(CCNC(=O)CNC(=O)C2CCCCC2)cc1	-10	14	11	14
CCOc1ccc(C(=O)c2nc3c(n2O)CCCCC3)cc1	-40	19	25	19
Cc1cc(NC(=O)CCC(=O)N(c2cccc(F)c2)C(C(=O)NC2CCCC2)c2ccncc2)no1 (stereo unspecified)	-1	-13	0	-13
COc1ccc(CCN(C)C(=O)CSc2nccn2C)cc1OC	22	17	0	17
O=C(NCc1ccco1)C12CC3CC(CC(C3)C1)C2	20	9	3	9
Cn1c(SCC(=O)N2CCOCC2)nc2sc3c(c2c1=O)CCCC3	-24	11	7	11
CCN(CC)C(=O)COc1cc(C)cc2oc(=O)cc(-c3ccccc3)c12	22	-10	17	-10
O=C(CCn1cccc1)Nc1nccs1	24	10	26	10
O=C(CN1CCN(S(=O)(=O)c2ccc(F)cc2)CC1)Nc1ccc(Cl)c(C(F)(F)F)c1	-33	10	5	10
COC(=O)[C@H](CCSC)NC(=O)N1CCN(Cc2ccccc2)CC1	18	-33	-2	-33
Cc1nc(N2CCN(C(=O)c3ccco3)CC2)c2c3c(sc2n1)CCCC3	53*	nt	8	-24
O=C(COc1ccc(S(=O)(=O)N2CCCC2)cc1Cl)NC1CC1	17	nt	3	0
Cc1ccc(CCNC(=O)C2CCN(S(=O)(=O)c3cccc4nsnc34)CC2)cc1	15	-23	0	-23
COc1ccc(S(=O)(=O)NCc2ccccn2)cc1	nt	nt	17	19
N#Cc1cc2c(nc1SCC(N)=O)CCCCC2	23	17	-5	17
c1ccc2c(-c3ccncc3)c[nH]c2c1	-2	nt	nt	nt
COc1ccccc1N(CC(=O)Nc1cc(C)on1)S(=O)(=O)c1cccs1	24	4	4	4
CCOc1ccc(-n2c(N)c(C(=O)NCc3ccco3)c3nc4ccccc4nc32)cc1	nt	nt	2	-4
CCSc1nnc(NC(=O)c2cc3c(s2)CCCC3)s1	11	-18	5	-18
COc1ccccc1C1CC(c2ccccc2)Nc2ncnn21 (stereo unspecified)	7	-5	-5	-5
Cn1c(C(=O)N2CCCC(C(=O)NCc3cccs3)C2)cc2sccc21 (stereo unspecified)	17	36	22	36
CCCCCCn1c(SCC(=O)Nc2cc(C)on2)nc2ccccc2c1=O	15	-22	-4	-22
The list goes on.
SMILES	eIF2B yeast act	eIF2B yeast act mutant toxicity	Yeast tox	Yeast tox inhibition %
Cc1[nH]c2ccccc2c1C(c1ccccn1)N1CCC(C(N)=O)CC1 (stereo unspecified)	-18	nt	1	0
O=c1c2c(-c3cccs3)csc2[nH]c(=S)n1-c1ccccc1	nt	nt	6	21
COc1ccc(NC(=O)C2CCN(S(C)(=O)=O)CC2)cc1Cl	nt	nt	3	18
CSc1ccccc1C(=O)NCc1ccc(S(N)(=O)=O)cc1	21	13	16	13
Cn1c(=O)[nH]c(=O)c2c1nc(N1CCCCC1)n2CCOc1ccccc1	12	16	16	16
CCCc1cc(C(=O)N2CCN(S(=O)(=O)c3ccc(OC)c(OC)c3)CC2)cs1	21	4	2	4
Cc1c(NC2=NC(C)(C)Cc3ccccc32)c(=O)n(-c2ccccc2)n1C	15	nt	nt	nt
CC1(C)CC(=O)C2=C(C1)N(Cc1ccc(F)cc1)C(=O)C2(NC(=O)c1cccnc1)C(F)(F)F (stereo unspecified)	18	9	-1	9
CCOC(=O)N1CCN(S(=O)(=O)c2ccc(C(=O)Nc3nc4c(s3)CC(C)CC4)cc2)CC1 (stereo unspecified)	26	-17	-40	-17
COC(=O)c1sccc1NC(=O)c1c(C)cc(=O)oc1C	17	nt	0	0
CCOC(=O)c1c(NC(=S)Nc2ccccc2)sc(C)c1C	5	12	-23	12
Cc1cc(=O)n2nc(N3CCCC(C(=O)NCCCN4CCc5ccccc5C4)C3)sc2n1 (stereo unspecified)	7	14	-13	14
O=C(Nc1ccc(Oc2ncccn2)cc1)c1ccco1	35	-5	-2	-5
COc1ccc(S(=O)(=O)N(C)c2ccc(C(N)=O)cc2)cc1	13	10	10	10
Cc1cc(N2C(=O)CCC2=O)ccc1NC(=O)c1cccs1	25	17	10	17
Cc1sc2ncn(CC(=O)OCC(=O)NC(C)(C)C)c(=O)c2c1C	11	7	-4	7
CCOc1ccc(C(=O)COc2ccc(NC(C)=O)cc2)cc1	nt	nt	8	0
COc1ccc(NC(=O)c2c(C)cc(=O)oc2C)c(OC)c1	19	nt	nt	nt
COc1cc(CO)ccc1Oc1nnnn1-c1ccc(C(N)=O)cc1	nt	nt	28	7
CCN(CC)CCCOc1ccc(C)cc1Br	20	11	0	11
N#CCSCC(=O)Nc1ccc(F)cc1	1	nt	12	0
Nc1[nH]nc2nc(N3CCCC3)nc(-c3ccccc3)c12	-3	nt	0	0
COc1ccc(Cc2nnc(SCC(=O)NC3CCCC3)o2)cc1	-19	-4	7	-4
CC(=O)N1CCC(C(=O)Nc2ccccc2)(N(Cc2ccccc2)C(=O)c2cccnc2)CC1	6	-10	11	-10
N#C/C(=C/c1ccc(Sc2nc3ccccc3[nH]2)o1)c1cccc(F)c1	13	nt	12	0
O=C(OCn1nnc2ccccc2c1=O)c1ccc2ncsc2c1	22	nt	nt	nt
CS(=O)(=O)N(CCc1ccccc1)CC(=O)NCc1ccccn1	-13	-4	-6	-4
CC(C)Oc1ccc(N2C(=O)c3ccccc3C2=O)cc1	-32	16	2	16
N#Cc1c(-c2ccccc2)[nH]c(=S)[nH]c1=O	nt	nt	4	9
C=C(C)CSCc1nc2ccccc2[nH]1	9	nt	1	0

Structures shown so far that contain bromine (two):
SMILES	eIF2B yeast act	eIF2B yeast act mutant toxicity	Yeast tox	Yeast tox inhibition %
CO/N=C(/CS(=O)c1ccc(Br)cc1)c1ccc(OC)cc1 (stereo unspecified)	12	26	15	26
CCN(CC)CCCOc1ccc(C)cc1Br	20	11	0	11

Quoted from the entries so far for reference:
SMILES	eIF2B yeast act	eIF2B yeast act mutant toxicity	Yeast tox	Yeast tox inhibition %
N#Cc1c(-c2ccccc2)[nH]c(=S)[nH]c1=O	nt	nt	4	9
C=C(C)CSCc1nc2ccccc2[nH]1	9	nt	1	0

The listing continues:
SMILES	eIF2B yeast act	eIF2B yeast act mutant toxicity	Yeast tox	Yeast tox inhibition %
Cc1nc2ccccc2n1CCC(=O)Nc1cccc(F)c1	24	-8	3	-8
NC(=O)CSc1nc2ccccc2n1Cc1ccccc1F	-9	12	-15	12
CCOC(=O)C1=C(C)OC(N)=C(C#N)C1c1ccc(C)o1 (stereo unspecified)	4	nt	7	0
Cc1cc2ccccc2n1CCNC(=O)C1CCCC1	nt	nt	-5	0
O=C(c1cccc(F)c1)N1CCC(N2CCCCCC2)CC1	28	14	3	14
Cc1ccc(C(=O)Oc2cc(-c3ccccc3)no2)cc1	10	6	20	6
O=C1c2cccc3cccc(c23)C(=O)N1c1ccncc1	-56	38	44*	38*
CCCNC(=O)Cn1nc(C(F)(F)F)c2c1CCCC2	-13	3	-2	3
O=C(Nc1ccc2c(c1)OCO2)c1cccc2c1C(=O)N(Cc1cccnc1)C2	18	7	15	7
O=C(Nc1ccccc1)c1ccncc1	23	nt	2	0
Cc1ccc(S(=O)(=O)c2ccc(Cl)cc2)cc1S(=O)(=O)N1CCOCC1	22	5	-6	5
CCN(CC(N)=O)S(=O)(=O)c1ccc(Br)cc1	43	-15	-3	-15
CC(C)C(=O)N(c1cc2sc(=O)oc2c2ccccc12)S(=O)(=O)c1cccs1	nt	nt	10	19
CCOC(=O)C1=C(c2ccccc2)NC(SCC(=O)Nc2ccc(C)cc2)=C(C#N)C1c1ccco1 (stereo unspecified)	25	-7	-14	-7
Cc1ccc(NC2c3ncccc3C(=O)N2C2CCCCC2)cc1C (stereo unspecified)	3	-3	-15	-3
COc1cc(S(=O)(=O)N(Cc2cccnc2)Cc2ccco2)ccc1-n1cnnn1	53*	nt	5	3
N#C/C(C(=O)N1CCCCC1)=C1\Nc2ccccc2S1	29	3	-6	3

Whole records from above. Screens in order: eIF2B yeast act	eIF2B yeast act mutant toxicity	Yeast tox	Yeast tox inhibition %
COc1ccc(S(=O)(=O)NCc2ccccn2)cc1 across the screens: nt	nt	17	19
O=C(Nc1ccccc1)c1ccncc1 across the screens: 23	nt	2	0
COC(=O)c1ccccc1NC(=O)Cn1c(-c2nonc2N)nc2ccccc21 across the screens: -44	nt	nt	nt
N#CCSCC(=O)Nc1ccc(F)cc1 across the screens: 1	nt	12	0
O=C(CN1CCN(S(=O)(=O)c2ccc(F)cc2)CC1)Nc1ccc(Cl)c(C(F)(F)F)c1 across the screens: -33	10	5	10
